RXFP1 ag = activates the human relaxin receptor RXFP1 | Q9HBX9 | HEK293T-RXFP1 cAMP TR-FRET, 30 min; response scale: percent of porcine relaxin response, buffer zero | Potency, µM (series often up to 57.5 µM), inactives show top-dose activation, actives largely listed as activators | 370,000 compounds, 0.3% hits; note: % is set by controls: 0 for no effect and ±100 for the full control effect; nearly all actives have a fitted effect of over 60% in size; many of its hits are not listed in these tables
Target sequence (Q9HBX9 whole entry, looked up): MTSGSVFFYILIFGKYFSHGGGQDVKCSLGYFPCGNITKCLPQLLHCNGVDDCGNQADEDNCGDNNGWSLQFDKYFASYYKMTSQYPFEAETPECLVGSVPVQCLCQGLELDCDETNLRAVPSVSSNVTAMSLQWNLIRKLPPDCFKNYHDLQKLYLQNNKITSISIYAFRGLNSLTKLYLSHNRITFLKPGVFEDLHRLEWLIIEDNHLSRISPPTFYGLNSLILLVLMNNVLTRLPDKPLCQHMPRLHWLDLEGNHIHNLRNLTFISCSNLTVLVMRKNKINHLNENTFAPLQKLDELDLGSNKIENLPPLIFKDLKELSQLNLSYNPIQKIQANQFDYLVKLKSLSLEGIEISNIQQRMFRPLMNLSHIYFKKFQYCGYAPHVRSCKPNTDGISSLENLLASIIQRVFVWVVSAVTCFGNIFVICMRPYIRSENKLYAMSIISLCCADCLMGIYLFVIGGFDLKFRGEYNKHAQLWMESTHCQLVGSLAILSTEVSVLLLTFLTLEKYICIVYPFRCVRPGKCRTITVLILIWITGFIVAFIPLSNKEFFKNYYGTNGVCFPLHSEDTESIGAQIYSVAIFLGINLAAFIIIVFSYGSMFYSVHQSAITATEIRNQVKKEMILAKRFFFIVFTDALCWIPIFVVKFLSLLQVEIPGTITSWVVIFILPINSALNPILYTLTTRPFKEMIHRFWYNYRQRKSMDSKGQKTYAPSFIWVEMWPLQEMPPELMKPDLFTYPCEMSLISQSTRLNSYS
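HEK293T cells stably expressing RXFP1 were pretreated with the PDE4 inhibitor Ro 20174, exposed to compounds for 30 min at 37C, lysed, and cAMP was read by TR-FRET. Data normalized to buffer (basal) and 29 nM porcine relaxin (100%).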
Vif-A3F inh = blocks the Vif interaction with APOBEC3F. Potency, µM (highest dose often 46.1 µM), for the others: at the highest dose activity, negative = active. AID 602313. 390,000 compounds, 0.2% hits. HeLa A3F-eYFP + Vif (tagged APOBEC3F with the HIV-1 protein that degrades it), YFP fluorescence increase; note: % of control where 0% means no effect; nearly all actives have a fitted effect of over 65% in size
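Fluorescence increase (Ex 488/Em 500-530) after overnight compound treatment at 37 deg C flags inhibition of Vif-driven A3F-eYFP loss in stable HeLa A3F-eYFP/Vif cells seeded overnight beforehand.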
USP1 inh = USP1/UAF1 (human) deubiquitinase inhibition | recombinant USP1/UAF1, Ub-Rhodamine cleavage fluorescence | Potency, µM (top dose mostly 57.1 µM), inactives show top-dose activity change, negative = inhibition, actives largely listed as inhibitors | O94782 | 390,000 compounds, 0.23% hits; note: % is set by controls: 0 for no effect and ±100 for the full control effect; nearly all actives have a fitted effect of over 60% in size; inactives centre near -12
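In this screen, compounds sit with the deubiquitinase complex (1nM) for 15 min at room temperature before Ub-Rho is added at 150nM final. Fluorescence rise is then followed for 6 reads every 60 seconds.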
12-LOX inh = blocks human arachidonate 12S-lipoxygenase | 580,000 compounds, 1.1% hits | P18054 | Potency, µM (titrated, usually from 108 µM), for inactives: at the highest dose activity change, negative = inhibition, actives largely listed as inhibitors | purified 12hLO, xylenol orange hydroperoxide absorbance; note: % is set by controls: 0 for no effect and ±100 for the full control effect
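Purified human 12hLO at 150 nM in 25 mM Hepes, 0.01% Triton X-100, pH 7.0, preincubated 15 min at room temperature with compound. Reaction started with 40 uM arachidonic acid, 30 min at room temperature. Hydroperoxide measured by Fe-xylenol orange, 573/405 nm absorbance ratio.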
rTrxR1 inhibitor = rat TrxR1 inhibition | recombinant rTrxR1, NADPH fluorescence consumption, selenite substrate | Potency, µM (series often up to 114 µM), for inactives: top-dose activity change, negative = inhibition, usual class: inhibitors | 390,000 compounds, 1% hits | AID 588453; note: % is set by controls: 0 for no effect and ±100 for the full control effect; nearly all actives have a fitted effect of over 65% in size
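Rat TrxR1 (90 nM in the dispensed reagent) was pre-reduced with 400 uM NADPH for 5 min at room temperature, then incubated with compound for 15 min. After 400 uM selenite was added, NADPH fluorescence (Ex 340/Em 450 nm) was followed for 8 min.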
TrxR1 substrate = is turned over as a substrate by rat TrxR1; O89049; purified TrxR1 substrate turnover, NADPH consumption readout; Potency, µM (highest dose often 114 µM), for inactives: top-dose activity change, negative = substrate turnover; 390,000 compounds, 0.01% hits; AID 588456; note: % is set by controls: 0 for no effect and ±100 for the full control effect; nearly all actives have a fitted effect of over 50% in size
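Rat TrxR1, dispensed at 90 nM, was prereduced with 400 uM NADPH (final) for 5 min at ~22 deg C, then incubated with compound 15 min before 400 uM selenite. A first-read NADPH fluorescence drop versus no-compound background flagged substrates.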
IDH1 R132H inh = inhibitors of human mutant IDH1 R132H; O75874; IDH1-R132H enzyme, NADPH consumption, diaphorase/resazurin fluorescence; Potency, µM (titrated, usually from 76.6 µM), for inactives: top-dose activity change, negative = inhibition, usual class: inhibitors; 390,000 compounds, 0.093% hits; AID 602179; note: % is set by controls: 0 for no effect and ±100 for the full control effect; nearly all actives have a fitted effect of over 65% in size
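IDH1-R132H (0.5 ug/mL) preincubated 30 min with compound, then NADPH (0.016 mM) and alpha-KG (2 mM) added; 80 min at RT, pH 7.5. Remaining NADPH coupled via diaphorase/resazurin to fluorescence (540/590 nm); concentration-response curves normalized to no-enzyme control.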
RGS4 inh = blocks human RGS4-accelerated GTP hydrolysis | 390,000 compounds, 0.039% hits | P49798 | Potency, µM (top dose mostly 114 µM), for inactives: top-dose activity change, negative = inhibition, usual class: inhibitors | AID 504845 | Transcreener GDP fluorescence polarization, RGS4-accelerated GTP hydrolysis; note: % is set by controls: 0 for no effect and ±100 for the full control effect; nearly all actives have a fitted effect of over 75% in size; some results filed as inactive show a strong effect at the top dose
Target sequence (P49798 whole entry, looked up): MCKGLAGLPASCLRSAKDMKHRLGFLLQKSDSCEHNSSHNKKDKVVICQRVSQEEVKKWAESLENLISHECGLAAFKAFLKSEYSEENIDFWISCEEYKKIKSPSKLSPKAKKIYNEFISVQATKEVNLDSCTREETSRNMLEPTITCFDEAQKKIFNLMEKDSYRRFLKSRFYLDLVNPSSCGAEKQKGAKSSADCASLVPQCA
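MLSMR compounds (23 nl, pin-transferred) preincubated 10 min at room temperature with a 500nM (2x) first reagent, then RGS4 at 900nM (2x) plus Transcreener GDP mix added; fluorescence polarization (620/688 nm) read before and after 90 min at 30 °C.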
Vif-A3G inh = Vif-A3G binding inhibition; Q9HC16; HeLa A3G-eYFP + Vif (tagged APOBEC3G with the HIV-1 protein that degrades it), YFP fluorescence, overnight; Potency, µM (series often up to 46.1 µM), inactives show top-dose activity, negative = active, actives largely listed as inhibitors; 410,000 compounds, 0.076% hits;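 note: % is set by controls: 0 for no effect and ±100 for the full control effect; nearly all actives have a fitted effect of over 60% in size; hits raise eYFP signal because A3G escapes Vif-driven loss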
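HeLa cells stably expressing Vif and C-terminally eYFP-tagged A3G, seeded overnight at 37 deg C, then exposed to compound by pintool overnight at 37 deg C. Rise in yellow fluorescence (Ex 488/Em 500-530, Acumen) marks blocked Vif-driven A3G degradation.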
An asterisk follows results filed as active; u = inconclusive; x = no result given; & = joins results of further samples; [ ] = remark or other dose. Calls come from the whole dose curve; as a rule, active = well fitted curve in the direction sought with a large enough effect; inconclusive = small, poorly fitted or top-dose-only effect, or another doubt; inactive = no such curve, though single readings can be large; an effect the other way counts as inactive or inconclusive. Potency is the fitted concentration of half-maximal effect. The list is partial (hit frequency here may not be typical).

Sample of the layout (2 entries):
SMILES | RXFP1 ag | Vif-A3F inh | USP1 inh | 12-LOX inh | rTrxR1 inhibitor | TrxR1 substrate | IDH1 R132H inh | RGS4 inh | Vif-A3G inh
COC(=O)c1ccc2c(c1)NC(=O)CS2 | -0.4% | 6.5% | -16.6% | -10.8% | 16.3% | -1.2% | -4.0% | -15.7% | -0.4%
O=C(c1ccc2c(c1)OCO2)N1CCN(c2ncccn2)CC1 | 5.5% | -12.1% | -1.9% | -2.9% | 1.4% | 1.0% | 11.1% | 8.3% | -0.1%

The list itself (from the top)
SMILES | RXFP1 ag | Vif-A3F inh | USP1 inh | 12-LOX inh | rTrxR1 inhibitor | TrxR1 substrate | IDH1 R132H inh | RGS4 inh | Vif-A3G inh
COC(=O)c1ccc2c(c1)NC(=O)CS2 | -0.4% | 6.5% | -16.6% | -10.8% | 16.3% | -1.2% | -4.0% | -15.7% | -0.4%
O=C(c1ccc2c(c1)OCO2)N1CCN(c2ncccn2)CC1 | 5.5% | -12.1% | -1.9% | -2.9% | 1.4% | 1.0% | 11.1% | 8.3% | -0.1%
CCOc1cc(S(=O)(=O)NCCCN2CCOCC2)c(C)cc1C | -0.3% | 2.3% | -8.0% | -5.3% | -8.0% | -7.5% | 8.4% | -2.2% | -0.4%
CN(C)S(=O)(=O)c1ccc(C(=O)Nc2ccc3c(c2)CCC3)cc1 | 0.9% | -9.2% | -12.9% | -0.1% | 1.0% | -7.2% | -1.3% | 1.9% | -0.6%
COc1ccc(CNC(=O)C2CCN(S(=O)(=O)c3ccc4c(ccn4C)c3)CC2)cc1 | 5.3% | -1.5% | -12.4% | -13.0% | 22.0% | 9.1% | 0.4% | 10.2% | 0.6%
NC(=O)c1ccc(NC(=O)Nc2ccc3c(c2)OCO3)cc1 | -2.0% | -1.7% | -18.1% | -0.8% | 20.1% | 3.9% | 21.7% | -22.1% | -0.5%
Cc1ccc(S(=O)(=O)N2CCC(C(=O)NCc3cccnc3)CC2)cc1 | 1.5% | 7.9% | -6.6% | 3.8%[57.4 µM] | 0.1%[57.1 µM] | 4.4%[57.1 µM] | 1.4% | -6.9% | -3.0%
Cc1cc2c(cc1S(=O)(=O)N(C)CC(=O)Nc1cccc(C#N)c1)OCC(=O)N2 | 2.1% | 1.9% | -21.3% | u | 14.4%[57.1 µM] | 3.3%[57.1 µM] | 2.4% | -46.9% | 4.5%
CN(CC(=O)N1CCCCCC1)S(=O)(=O)c1ccc(F)cc1 | 1.9% | -3.1% | -13.2% | 20.4% | 2.3%[57.1 µM] | -2.7%[57.1 µM] | -4.8% | 4.3% | 2.5%
COc1cccc(-c2nc(CS(=O)(=O)CC(=O)Nc3cc(F)ccc3F)c(C)o2)c1 | -1.6%&0.0% | -10.1%&-3.0% | -5.7%&18.9% | 16.9%&-26.3% | 3.8%&11.0% | -2.5%&-0.4% | -4.8%&30.5% | 25.1%&10.5% | 0.2%&7.0%
COC(=O)c1ccccc1NC(=O)CSc1nc2ccccc2c(=O)[nH]1 | -1.1% | 3.1% | -11.1% | -4.3% | -6.1% | -3.4% | 0.2% | -14.0% | 1.1%
Cc1nnc(SCC(=O)OC2CC(C)CCC2C(C)C)[nH]c1=O (stereo not given) | 1.5% | 2.5% | 2.0% | u | 30.3%[activator][57.1 µM] | 4.6%[57.1 µM] | -3.8% | 23.6% | -0.5%
CCCCNC(=O)c1cn(CC)c2ccc(S(=O)(=O)N3CCCCCC3)cc2c1=O | 4.1% | 1.3% | -12.6% | 32.9%[activator] | -11.0% | -14.9% | -2.8% | -3.1% | 0.2%
C[C@@H]1CCCCO[C@H](CN(C)Cc2ccccc2)[C@@H](C)CN([C@H](C)CO)C(=O)c2cc(NC(=O)c3ccccc3)ccc2O1 | x | -3.0% | -1.9% | u | x | x | -9.1% | x | -8.8%
COc1ccc(N2CCN(C(CNC(=O)C(=O)NC3CC3)c3ccco3)CC2)cc1 (stereo not given) | -1.0% | 0.6% | -6.8% | 0.6% | 13.6% | 6.8%[57.1 µM] | -0.5% | -18.9% | -4.1%
Cc1cccc(C)c1NC(=O)CN(C)CC(=O)c1c(N)n(Cc2ccccc2)c(=O)n(C)c1=O | -0.3% | 5.2% | -0.2% | 11.2% | 0.7% | -1.6% | -1.8% | 0.7% | 0.3%
CCC(C)NC(=O)Cn1c(=O)n(Cc2ccc(C(=O)NCCCOC)cc2)c(=O)c2ccccc21 (stereo not given) | 1.7% | -2.3% | -12.5% | -13.3% | 1.4% | -0.3% | -16.3% | 27.8% | 0.7%
COc1ccccc1N(Cc1cc(=O)[nH]c2ccccc12)C(=O)C(C)C | -0.2% | -4.8% | -2.0% | 0.0% | 13.0% | 1.6% | -6.5% | 4.7% | 1.6%
CCCn1c(C(C)Nc2nc(-c3cc(Cl)c(N)c(Cl)c3)cs2)nc2cc(Cl)c(N3CCCCC3)cc21 (stereo not given) | 1.5% | -10.1% | -23.3% | 7.5% | 20.9% | 5.2% | 11.0% | u | -6.0%
O=C(O)c1ccc(Cl)c(S(=O)(=O)Nc2ccc3[nH]c(=O)[nH]c3c2)c1 | -0.9% | u | -16.2% | -17.8% | -2.7% | -4.6% | 26.1% | 4.3% | -1.0%
O=C(NCc1cccnc1)/C(=C\c1ccc(-c2ccc(Cl)c(Cl)c2)o1)S(=O)(=O)c1ccccc1 | 1.1% | -11.7% | -11.8% | -25.1% | u | -2.9% | u | u | -15.8%
CC12C(=O)N(NC(=O)c3ccncc3)C(=O)C1C1C=CC2C1 (stereo not given) | -2.0% | -1.0% | -16.3% | -8.3% | -14.3% | -2.6% | 14.0% | -3.0% | -4.4%
C#CCOCC1CN(C)C(=O)O1 (stereo not given) | x | -1.2% | -14.8% | -15.9% | x | x | -8.8% | x | -0.9%
Cc1ccc(NC(=O)Cn2c(O)c(N=NC(=O)c3cc4ccccc4cc3O)c3ccccc32)cc1 | 0.1% | 2.6% | -11.9% | u | 1.5% | -7.6% | 2.2% | 0.7% | -18.7%
CCOC(=O)c1nc2c(ccc3ccccc32)cc1C | 4.0% | -12.8% | -16.2% | u | -5.1%[57.1 µM] | 23.6%[57.1 µM] | -0.1% | 7.1% | -3.0%
Remaining list, next part:
SMILES | RXFP1 ag | Vif-A3F inh | USP1 inh | 12-LOX inh | rTrxR1 inhibitor | TrxR1 substrate | IDH1 R132H inh | RGS4 inh | Vif-A3G inh
c1ccc(-c2cc3c(NCC4COc5ccccc5O4)ncnc3s2)cc1 (stereo not given) | 0.6% | 0.0% | -21.3% | -21.4% | 7.9% | 32.9%[activator] | 7.1% | 20.4% | 3.0%
COc1cc2cc(CCCOC(=O)c3ccc4c(c3)OCO4)oc(=O)c2cc1OC | 1.5% | -5.7% | u | -7.9% | -9.8%[57.1 µM] | 12.9% | 13.6% | 14.2% | -2.5%
COC(=O)c1c(SC)nc2ccccc2c1OCc1cccc(C)c1 | 5.1% | -6.4% | -28.4% | -9.3% | 22.9%[57.1 µM] | 3.8%[57.1 µM] | -5.2% | -5.9% | 3.6%
O=C(NCCC1=CCCCC1)c1ccc2c(c1)ncn2-c1cccc(Cl)c1 | -1.0% | 4.9% | -30.1% | -3.9% | 13.4%[57.1 µM] | -4.1%[57.1 µM] | -6.3% | 14.6% | 1.4%
CCN(CC)C(=S)SCC(=O)c1c(C)[nH]c2ccccc12 | -3.0% | -6.9% | -18.5% | 2.7% | -0.4% | -8.1% | 14.8% | 4.0% | -29.4%
CC1(C)Oc2ccc(C(=O)NN)cc2NC1=O | 1.5% | -6.2% | -25.2% | 6.8% | 10.6% | 4.2% | -1.9% | -18.5% | 1.8%
C=CCNCC(O)COc1ccc(C(C)=O)cc1OC (stereo not given) | -0.1% | 0.8% | -21.4% | -69.3% | -19.6% | -2.2% | 1.2% | -22.1% | 3.4%
CC(=O)Nc1ccc(S(=O)(=O)N2CCC(n3cnc4cc(F)ccc43)CC2)cc1 | 3.2% | 3.6% | -6.1% | 0.0% | -9.8% | -1.8% | 0.8% | -30.1% | 0.0%
O=[N+]([O-])c1cc(S(=O)(=O)N2CCCCCC2)ccc1F | 2.5% | -0.7% | -19.5% | -7.3% | 31.6µM* | -6.0% | 46.5µM* | 4.9% | u
O=C(O)CCCCCCCCCCCc1ccccc1 | u | -4.2% | 6.2% | 28.6% | 4.4% | -4.0% | -16.1% | -5.8% | -1.9%
CCN(CC)CCCNC(=O)c1ccc2nc(N3CCCCC3)sc2c1 | -2.0% | 6.0% | 2.6% | -15.9% | -7.0% | 4.3% | -7.7% | 3.8% | 5.7%
CN1CCN(c2ccc(NC(=O)c3cccc(OCc4ccccc4)c3)cc2)CC1 | 0.0% | -6.1% | -20.4% | 0.0% | 3.7%[57.1 µM] | -8.8%[57.1 µM] | 6.7% | -11.7% | -15.7%
COc1ccc(/C=C(\NC(=O)c2ccc(C)cc2)C(=O)Nc2ccc(C(=O)O)cc2)cc1 | -0.5% | -4.7% | -16.4% | -10.9% | 7.4%[57.1 µM] | 7.8%[57.1 µM] | -1.8% | 6.9% | 0.4%
CCOCCCNC(=O)CN1C(=O)c2c(c3ccccc3n2C)C1c1ccc(OC)cc1 (stereo not given) | -0.2% | -14.3% | 19.7% | -26.4% | 16.1% | 38.8%[activator] | 9.7% | 14.0% | -1.7%

High-throughput results deposited in PubChem by National Center for Advancing Translational Sciences (NCATS).
